GSK3 alpha inh = human GSK-3 alpha kinase inhibition | P49840 | ADP-Glo luminescence, 60 min | inhibition, % at 10 µM | 320,000 compounds, 0.1% hits;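 in the data active = inhibition above about 50%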;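 note: GST-tagged GSK-3 alpha with peptide substrate and 25 µM ATP; 0% = DMSO neutral wells and 100% = GW8510 positive control wells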
Target sequence (P49840 whole entry, looked up): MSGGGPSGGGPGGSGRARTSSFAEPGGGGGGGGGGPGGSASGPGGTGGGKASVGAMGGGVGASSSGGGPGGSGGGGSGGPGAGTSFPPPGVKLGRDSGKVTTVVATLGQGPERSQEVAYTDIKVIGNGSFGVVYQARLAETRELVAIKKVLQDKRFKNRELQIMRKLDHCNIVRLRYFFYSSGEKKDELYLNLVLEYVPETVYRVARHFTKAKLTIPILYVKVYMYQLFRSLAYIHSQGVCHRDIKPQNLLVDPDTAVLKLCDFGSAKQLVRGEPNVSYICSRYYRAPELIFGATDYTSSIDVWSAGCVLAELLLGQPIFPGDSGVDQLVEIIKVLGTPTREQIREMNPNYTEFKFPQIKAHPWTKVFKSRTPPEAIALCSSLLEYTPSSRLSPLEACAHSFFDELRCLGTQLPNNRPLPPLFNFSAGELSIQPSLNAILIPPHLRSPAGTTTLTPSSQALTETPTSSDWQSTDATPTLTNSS
hERG rescue = shields human hERG channel from block by proarrhythmic agents | Q12809 | 310,000 compounds, 0.51% hits | AID 1511 | CHO-hERG, FluxOR thallium flux, dofetilide IC70 present | activation (rescue from dofetilide block), less the hit threshold, % at 10 µM;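 active = activation above the mean of controls blocked by dofetilide plus 5 SD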;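 note: thallium influx through hERG after potassium depolarization seen as dye fluorescence rise; in these data hits start at about 4.7%; inactives centre near -7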
PolyA inhibitor = yeast polyadenylation inhibition | calls only at 12 µM | S. cerevisiae SKY197-pL101 polyadenylation reporter, beta-gal luminescence; efflux-impaired pdr1/pdr3 knockout yeast; score 100 = 6 SD above DMSO | 300,000 compounds, 0.02% hits;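 active = lowest replicate activity score at least 50, where 100 means six control SD above control mean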;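 note: yeast exposed to compound for 9 h at 30 °C; higher score means more reporter readthrough which indicates perturbed polyadenylation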
KCNK3 block = human KCNK3 channel inhibition, primary screen; O14649; 340,000 compounds, 0.84% hits; B-score at 10 µM; CHO-KCNK3 thallium flux, FluxOR fluorescence; stronger effect = lower value; AID 602410;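 active = B-score under library mean minus 4 SD, starting fluorescence ratio at most library mean plus 5 SD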;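 note: more negative B-score means stronger inhibition of thallium flux through KCNK3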
Target sequence (O14649 whole entry, looked up): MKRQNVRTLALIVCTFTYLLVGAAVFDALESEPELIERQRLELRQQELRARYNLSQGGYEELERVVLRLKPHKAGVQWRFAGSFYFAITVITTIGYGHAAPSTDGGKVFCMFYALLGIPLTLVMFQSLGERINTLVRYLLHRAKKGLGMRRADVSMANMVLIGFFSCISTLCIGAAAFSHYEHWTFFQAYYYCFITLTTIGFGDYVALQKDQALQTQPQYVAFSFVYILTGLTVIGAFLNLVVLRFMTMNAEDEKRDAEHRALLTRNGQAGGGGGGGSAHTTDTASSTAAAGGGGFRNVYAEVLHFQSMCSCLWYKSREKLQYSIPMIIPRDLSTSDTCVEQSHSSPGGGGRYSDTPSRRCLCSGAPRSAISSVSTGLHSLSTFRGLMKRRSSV
KCNQ1 pot = human KCNQ1 channel potentiation or activation; 310,000 compounds, 0.35% hits; AID 2648; B-score at 10 µM; CHO-K1 KCNQ1, thallium flux FluxOR fluorescence; stronger effect = higher value;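 active = fluorescence ratio B-score, a plate-corrected score, at least three library SD, with initial intensity B-score within 5 SD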
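System: Stable KCNQ1 CHO-K1 line | Incubation: 90 min dye loading and 20 min compound exposure, both at room temperature | Measure: Ratio B score | Medium: Assay buffer for compound exposure, DMSO matched across wells | Compound dosing: Single-concentration screen | Probe or stimulus: K+/Tl+ depolarizing stimulus | Measured by: Kinetic FluxOR fluorescence, 10 s baseline plus 110 s post-stimulus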
KCNK9 block = blocks the human KCNK9 two-pore domain potassium channel. Q9NPC2. HEK293 KCNK9, FluxOR thallium flux fluorescence; stronger effect = lower value. B-score at 10 µM. 310,000 compounds, 1.2% hits. AID 488922;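 active = ratio B-score over 3 SD below the library mean, with starting fluorescence within 5 SD of its mean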;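 note: negative B-score means less thallium flux so channel inhibition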
RGS4 inh = inhibitors of human RGS4 | 310,000 compounds, 0.45% hits | HEK293 M3R/RGS4 inducible, Fluo-4 calcium flux; stronger effect = higher value; triggered by carbachol at its EC20 | B-score at 10 µM;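 active = B-score, a plate-corrected calcium signal, over three deviations above library mean, with baseline fluorescence within five deviations of library mean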;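 note: RGS4 expression induced by doxycycline in cells with stable M3 receptor; B-score is computed from the integrated fluorescence ratio over baseline after carbachol; higher B-score means a larger calcium signal and so more RGS4 inhibition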
RGS4 act = RGS4 potentiation or activation; HEK293 M3R/inducible RGS4, carbachol calcium flux Fluo4; stronger effect = lower value; B-score at 10 µM; 310,000 compounds, 0.92% hits;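 active = B-score of the integrated calcium signal more than 4 SD below the library mean, with starting fluorescence not abnormally high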;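 note: negative B-score means reduced calcium response which marks RGS4 activation or potentiation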
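System – HEK293 FlpIn-TREx cells, stable M3R, doxycycline-inducible RGS4 · Reagent – ECmax carbachol challenge · Times – compound preincubation 20 min at room temperature before agonist · Technique – Fluo4 fluorescence kinetic imaging of calcium · Measure – B score of integrated Fluo4 ratio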
Dyrk1A ADPGlo = Dyrk1A (rat) kinase inhibition; AID 504441; Q63470; 310,000 compounds, 0.43% hits; inhibition, % at 12.5 µM; ADP-Glo luminescence, NFATc1 peptide; in the data active = inhibition above about 50%;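 note: plate controls were vehicle with enzyme for no effect and no enzyme for full effect; many of its hits are not listed in these tables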
GSK3beta inhib = inhibitors of human GSK3beta kinase. P49841. GST-GSK3beta kinase, ADP-Glo luminescence, 60 min; stronger effect = lower value. activity score (negative = inhibition), % at 10 µM. 300,000 compounds, 0.038% hits. AID 2097;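 active = more than half of replicate wells score below -50%, meaning over 50% inhibition versus plate controls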;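 note: 0% = median DMSO wells and -100% = median GW8510 positive control wells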
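Test system: GST-tagged human GSK3beta kinase, cell-free; evaluation: activity score scaled between in-plate DMSO and GW8510 controls; measured by: ADP-Glo luminescence; incubation: 60 min reaction, RT; benchmarks: DMSO and 20 µM GW8510; reagent: peptide substrate plus 25 µM ATP (final); medium: Tris/MgCl2 kinase buffer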
KCNQ1 block = inhibitors of human KCNQ1 potassium channel | P51787 | CHO-K1 KCNQ1, FluxOR thallium flux fluorescence; stronger effect = higher value | B-score at 10 µM | 310,000 compounds, 1.3% hits;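 active = compounds whose thallium flux B-score, printed positive for inhibition, exceeds three library SD while starting fluorescence stays within three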;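 note: channel opened by potassium depolarization with thallium stimulus after 20 min compound exposure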
Active calls of the source: *; i = inactive; x = not tested or not shown. Only part of the results is shown. The share of hits here may be higher or lower than overall.

Molecule,GSK3 alpha inh,hERG rescue,PolyA inhibitor,KCNK3 block,KCNQ1 pot,KCNK9 block,RGS4 inh,RGS4 act,Dyrk1A ADPGlo,GSK3beta inhib,KCNQ1 block
Cc1cnc(C(=O)OCC(=O)c2cc(C)n(C)c2C)cn1,-1,-5,i,i,i,i,i,i,-5,-1,i
Cc1ccc(S(=O)(=O)NCc2ccc3[nH]c(C)cc3c2)cc1,-1,-12,i,i,i,i,i,i,2,2,i
COc1cc(C(CC(=O)Nc2ccc(C)cn2)N2Cc3ccccc3C2=O)cc(OC)c1OC (stereo not given),-1,-6,i,i,i,i,i,i,-1,0,i
COc1ccc(C(C(=O)NC(C)(C)C)N(CCO)C(=O)CCC(=O)Nc2cc(C)on2)cc1 (stereo not given),0,-8,i,i,i,i,i,i,-6,2,i
Cn1c(OCc2cccnc2)nc2c1c(=O)n(Cc1ccc(Cl)cc1)c(=O)n2C,-1,-14,i,i,i,i,i,i,-3,1,i
CC(C)N(CCNC(=O)c1cn(C)c2ccc(S(=O)(=O)N(C)C)cc2c1=O)Cc1ccccc1,x,-7,i,i,i,i,i,i,9,2,i
CCOc1ccc(-c2nnc(-c3ccco3)o2)cc1OCC,-1,-7,i,i,i,i,i,i,3,1,i
Cc1ccc(NC(=O)c2ccc(CSc3ccccn3)cc2)c(O)c1,-1,-14,i,i,i,i,i,i,-1,0,i
CCC(C(=O)NCCCN1CCCC1=O)n1c2ccccc2c2nc(=O)cc(C)n21 (stereo not given),-2,-3,i,i,i,i,i,i,-1,4,i
COc1cc(C(=O)OCC(=O)Nc2cc(C)on2)cc(OC)c1OC,-7,-4,i,i,i,i,i,i,-1,-2,i
CCN1C(=O)C2C(c3ccc(O)c(OC)c3)NC(C)(C(=O)OC)C2C1=O (stereo not given),-2,-5,i,i,i,i,i,i,-1,1,i
CCCCN(c1ccccc1)S(=O)(=O)c1cccc2cccnc12,-2,-12,i,i,i,i,i,i,-9,1,i
COc1ccccc1OCC(O)CNCc1ccc2c(c1)OCO2 (stereo not given),-2,-2,i,i,i,i,i,i,x,-2,i
Fc1ccc(CN2CCN(C(=S)NCCc3ccccc3)CC2)c(Cl)c1,-2,-2,i,i,i,i,i,i,-1,1,i
O=C(Cc1ccccc1)Nc1ccccc1C(=O)NCC1CCCO1 (stereo not given),-2,-3,i,i,i,i,i,i,3,1,i

Additional results
Molecule,GSK3 alpha inh,hERG rescue,PolyA inhibitor,KCNK3 block,KCNQ1 pot,KCNK9 block,RGS4 inh,RGS4 act,Dyrk1A ADPGlo,GSK3beta inhib,KCNQ1 block
N#CCCN1CCN(S(=O)(=O)c2ccc(S(=O)(=O)NC3CCCC3)cc2)CC1,x,-4,i,i,i,i,i,i,-3,3,i
O=C(O)c1cc(-c2ccc(Cl)s2)[nH]n1,0,-16,i,i,i,i,i,i,13,1,i
COc1ccccc1N1CCN(CCCCOc2c(OC)cccc2OC)CC1,0,-8,i,i,i,i,i,i,-3,-1,i
CC1(c2ccc([N+](=O)[O-])c(CS(=O)(=O)c3ccccc3)c2)OCCO1,-1,-8,i,i,i,i,i,i,-3,-1,i
CCOc1ccc(S(=O)(=O)N(C)CC(=O)NC2CCCC2)cc1,-3,-7,i,i,i,i,i,i,x,-24,i
COc1cc(O)c(C(CC(=O)N2CCN(c3ccccc3)CC2)c2ccc3c(c2)OCO3)c(OC)c1 (stereo not given),-2,-8,i,i,i,i,i,i,-4,-1,i
Cc1c(N2C(=O)c3ccccc3C2=O)c(=O)n(-c2ccccc2)n1C,0,-6,x,i,i,i,i,i,1,2,i
CCOc1ccc2nc(N3CCCCCC3)sc2c1,x,-7,x,i,i,i,i,i,-53,1,i
CCCCCN(C(=O)CCC(=O)OCC(=O)N(CC)c1ccccc1)c1c(N)n(CCCC)c(=O)[nH]c1=O,-3,-9,i,i,i,i,i,i,-3,0,i
COc1ccc(-c2nc3ccccn3c2NCc2ccc3c(c2)OCO3)cc1,1,-23,i,-9.7*,i,-9.6*,i,-8.6*,-1,0,i
COc1cc(OC)cc(-c2nnc(SCC(=O)Nc3ccc(C(=O)O)cc3)s2)c1,1,-3,i,i,i,i,i,i,-5,-1,i
CCOC(=O)N1CCN(c2c(NCCCN3CCCCCC3)c(=O)c2=O)CC1,-1,-6,i,i,i,i,i,i,5,1,i
CC(OC(=O)CCN1C(=O)C2CC=CCC2C1=O)C(=O)Nc1cccc(Cl)c1 (stereo not given),0,-14,i,i,i,i,i,i,6,-1,i
COC(=O)c1cc(S(=O)(=O)N2CCN(c3ccc([N+](=O)[O-])cc3)CC2)c[nH]1,-14,-3,i,i,i,i,i,i,-1,10,i
O=C(N/N=C/c1cc(Br)cc(Br)c1O)c1cccc(S(=O)(=O)N2CCOCC2)c1,2,-13,i,i,i,-8.5*,i,i,-1,0,i

Going on with the list.
Molecule,GSK3 alpha inh,hERG rescue,PolyA inhibitor,KCNK3 block,KCNQ1 pot,KCNK9 block,RGS4 inh,RGS4 act,Dyrk1A ADPGlo,GSK3beta inhib,KCNQ1 block
Cc1ccc(C)c(/C(O)=C2/C(=O)C(=O)N(CCN3CCOCC3)C2c2ccco2)c1 (stereo not given),-1,-5,i,i,i,i,i,i,-5,1,i
Nc1c(Cl)ncnc1NCC(O)CO (stereo not given),0,-9,i,i,i,i,i,i,6,-3,i
O=C(N/N=C/c1ccc2c(c1)OCO2)c1ccc2c(c1)OCCO2,0,-7,i,i,i,i,i,i,6,0,i
CN(C)C(=O)c1ccc(NC(=O)c2cccnc2)cc1,1,-8,i,i,i,i,i,i,-1,-2,i
COc1ccc(C(=O)OCC(=O)Nc2cc(C)on2)c(OC)c1OC,0,-12,i,i,i,i,i,i,3,-1,i
COc1ccc(N(CC(=O)NCCC2=CCCCC2)S(=O)(=O)c2ccccc2F)cc1,-2,-10,i,i,i,i,i,i,-1,8,i
Cc1ccc(C(C)C)c(OCC(=O)NC2CCN(C)CC2)c1,0,-5,i,i,i,i,i,i,-3,0,i
CNc1nc(-c2ccc3c(c2)CCN3C(=O)c2cccc(F)c2)cs1,0,-12,i,i,i,i,i,i,-1,3,i
N#Cc1c(N)nc2c(c1-c1ccc(F)cc1)c(=O)nc1sccn12,-7,-18,i,i,i,i,i,i,x,1,i
CCOC(=O)C1=C(COC(=O)c2ccccc2OC(F)F)NC(=O)NC1C (stereo not given),-1,-13,i,i,i,i,i,i,9,2,i
C#CCSc1nnc(-c2c[nH]c3ccccc23)n1C,-1,-9,i,i,i,i,i,i,5,-1,i
c1ccc(Nc2nc(NCCN3CCOCC3)nc(Nc3ccccc3)n2)cc1,2,-18,i,i,i,i,i,i,-1,-3,i
N/C(=N\OC(=O)COc1ccccc1)c1ccncc1,-4,-3,i,i,i,i,i,i,0,-3,i
CCCOc1ccc(C(C)=O)cc1CC(C(N)=O)C(N)=O,-1,-5,i,i,i,i,i,i,-6,3,i
COCCSc1nnc(NC(=O)c2ccc(NC(=O)C(C)C)cc2)s1,0,-7,i,i,i,i,i,i,-6,0,i

The results go on:
Molecule,GSK3 alpha inh,hERG rescue,PolyA inhibitor,KCNK3 block,KCNQ1 pot,KCNK9 block,RGS4 inh,RGS4 act,Dyrk1A ADPGlo,GSK3beta inhib,KCNQ1 block
Cc1ccc(C)c(NC(=O)CSc2nnc(C3CCCCC3)o2)c1,1,-6,i,i,i,i,i,i,2,0,i
Cc1ccc(C(=O)CSc2cc(C)nc(SCC(=O)c3ccccc3)n2)cc1,0,-8,i,-9*,i,i,i,i,6,0,i
S=C(Nc1ccc(Cl)cc1)NC1CC2CCC(C1)N2Cc1ccccc1 (stereo not given),2,-10,i,i,i,i,i,i,4,0,i
Cc1nn(CCC#N)c(NC(=O)c2ccccc2)c1P(=O)(Nc1ccc(Br)cc1)N1CCOCC1 (stereo not given),5,-5,i,i,i,i,i,i,1,2,i
CCc1ccc(NC(=O)CN(CC(=O)Nc2ccc(CC)cc2)CC(C)O)cc1 (stereo not given),1,-10,i,i,i,i,i,i,-3,-6,i
CCN(CC)S(=O)(=O)c1ccc(C)c(NC(=O)COC(=O)CNC(=O)c2ccc(C(C)(C)C)cc2)c1,1,-2,i,i,i,i,i,i,4,0,i
CCCCCCc1cc2cc(C(=O)OCC)c(=O)oc2cc1O,9,-4,i,i,i,i,i,i,x,-2,8*
O=C(NCc1cccs1)C1CCCN1C(=O)Nc1ccccc1[N+](=O)[O-] (stereo not given),-1,-4,i,i,i,i,i,i,2,1,i
CC(C)NC(=S)NN=C1CCC(c2ccccc2)CC1 (stereo not given),-4,-6,i,i,i,i,i,i,-3,2,i
O=C(NCC1CCCC(CNC(=O)N2CCc3ccccc32)C1)N1CCc2ccccc21 (stereo not given),-2,-12,i,i,i,i,i,i,-8,-1,i
COc1ccc(N=Nc2cc(C)ccc2O)cc1,-1,-10,i,i,i,i,i,i,1,-2,i
C=CCOc1ccc(/C=N/NC(=O)C(C)Sc2ccccn2)cc1OCC (stereo not given),0,-16,i,i,i,-8.3*,i,i,1,1,i
COC(=O)/C(C#N)=C/c1ccc(OC(=O)c2ccccn2)cc1,5,-6,i,i,i,i,i,i,29,-3,i
O=C(Nc1ccccc1F)c1ccc(CN2CCc3ccccc3C2)cc1,-3,-9,i,i,i,i,i,i,4,-3,i
Cc1ccc(NC(=O)N2N=C(c3ccc(F)cc3)CC2c2ccc(F)cc2)cc1 (stereo not given),-2,-7,i,i,i,i,i,i,-9,2,i

Bioassay records as filed in PubChem.
